From PubChem BioAssay
PAFAH1B3 inh: blocks human PAF acetylhydrolase 1B catalytic subunit 3 | recombinant PAFAH1B3, FP-rhodamine probe, fluorescence polarization | inhibition, % at 3.39 µM | 0.28% of 340,000 active | AID 492972;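 active means inhibition above the screen-wide average of all tested compounds plus 3 SD, cut at about 25% in these data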;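 further: 0% = enzyme with DMSO only and 100% = wells lacking PAFAH1B3 protein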
Target sequence (Q15102 whole entry, looked up): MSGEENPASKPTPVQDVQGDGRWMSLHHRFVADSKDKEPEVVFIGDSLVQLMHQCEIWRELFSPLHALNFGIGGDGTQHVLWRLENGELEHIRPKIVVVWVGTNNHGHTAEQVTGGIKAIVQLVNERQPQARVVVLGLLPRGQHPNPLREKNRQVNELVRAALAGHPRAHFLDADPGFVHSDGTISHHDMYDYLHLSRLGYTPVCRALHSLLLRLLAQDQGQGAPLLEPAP
ZTA counter: blocks Epstein-Barr virus ZTA, an EBNA-1 counter-screen; 0.15% of 320,000 active; ZTA-DNA binding, fluorescence polarization; inhibition, % at 11 µM; P03206; in the data active means inhibition above about 33%
EBNA-1 inhibitor: blocks EBNA-1 binding to DNA; EBNA-1 DNA binding, fluorescence polarization; inhibition, % at 14.8 µM; 0.34% of 300,000 active; AID 1950; in the data active means inhibition above about 28%
LYPLA2 inh: counter-screen for PME1 inhibitors: inhibitors of human LYPLA2 | inhibition, % at 5.9 µM | AID 2177 | O95372 | 0.38% of 320,000 active | recombinant LYPLA2, FP-Rh probe fluorescence polarization;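 active means inhibition above the screen-wide mean plus 3 SD, limit set per campaign, cut at about 26% in these data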;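 further: 0% = LYPLA2 with DMSO and 100% = wells lacking LYPLA2 enzyme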
Target sequence (O95372 whole entry, looked up): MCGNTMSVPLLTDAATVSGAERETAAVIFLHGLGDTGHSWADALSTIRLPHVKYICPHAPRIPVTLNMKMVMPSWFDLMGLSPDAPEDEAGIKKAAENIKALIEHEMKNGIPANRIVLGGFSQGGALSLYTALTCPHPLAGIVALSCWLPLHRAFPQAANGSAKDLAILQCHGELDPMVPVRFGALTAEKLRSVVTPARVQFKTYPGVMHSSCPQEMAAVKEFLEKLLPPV
pPAFAH FP inh: pPAFAH (human) enzyme inhibition; Q13093; recombinant pPAFAH, FP-rhodamine probe fluorescence polarization; inhibition, % at 3.39 µM; 1.5% of 330,000 active; AID 463082;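 active means inhibition above the mean inhibition across the screen plus 3 SD, cut at about 25% in these data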;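 further: inhibitors block binding of the rhodamine activity-based probe so polarization drops; 0% = enzyme with DMSO and 100% = wells lacking pPAFAH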
Target sequence (Q13093 whole entry, looked up): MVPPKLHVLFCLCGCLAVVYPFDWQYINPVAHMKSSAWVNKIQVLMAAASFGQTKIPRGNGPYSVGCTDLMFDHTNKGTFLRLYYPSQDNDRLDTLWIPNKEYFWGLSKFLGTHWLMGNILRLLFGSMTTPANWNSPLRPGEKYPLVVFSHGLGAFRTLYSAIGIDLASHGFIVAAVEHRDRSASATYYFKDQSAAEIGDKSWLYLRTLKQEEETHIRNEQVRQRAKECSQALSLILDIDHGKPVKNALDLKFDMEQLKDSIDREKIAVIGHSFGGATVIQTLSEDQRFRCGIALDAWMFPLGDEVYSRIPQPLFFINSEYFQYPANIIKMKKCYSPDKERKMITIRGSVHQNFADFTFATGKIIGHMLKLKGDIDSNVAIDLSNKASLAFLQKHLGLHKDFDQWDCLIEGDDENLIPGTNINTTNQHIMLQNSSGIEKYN
PREPL inhibitor: inhibits the human prolyl oligopeptidase-like enzyme | Q4J6C6 | recombinant PREPL, fluorescence polarization activity-based probe | inhibition, % at 5.96 µM | 0.68% of 320,000 active; in the data active means inhibition above about 43%;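 further: 0% = enzyme with DMSO and 100% = wells lacking enzyme; many of its hits are not listed in these tables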
LYPLA1 inh: blocks human lysophospholipase 1, a PME1 counter-screen. AID 2174. 0.16% of 320,000 active. inhibition, % at 5.9 µM. recombinant LYPLA1, FP-Rh probe fluorescence polarization. O75608;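 active means inhibition above the mean of all tested compounds plus 3 SD, set per campaign, cut at about 14% in these data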;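 further: inhibitors block serine hydrolase probe labeling of LYPLA1 so polarization falls; 0% = enzyme with DMSO and 100% = wells lacking LYPLA1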
PAFAH2 FP inh: PAFAH2 (human) inhibition | 0.99% of 340,000 active | inhibition, % at 3.39 µM | recombinant PAFAH2, FP-rhodamine activity probe, fluorescence polarization | Q99487;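 active means inhibition above the mean over all tested compounds plus 3 SD, cut at about 30% in these data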;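 further: inhibitors block probe labeling of enzyme so polarization drops; 0% = enzyme with DMSO and 100% = wells lacking PAFAH2 protein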
PAFAH1B2 FP inh: blocks human PAF acetylhydrolase 1b catalytic subunit 2 | P68402 | recombinant PAFAH1B2, FP-rhodamine activity probe, fluorescence polarization | inhibition, % at 3.39 µM | 1.2% of 340,000 active | AID 492953;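 active means inhibition above the mean of all tested compounds plus 3 SD, cut at about 24% in these data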;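 further: 0% = enzyme with DMSO and 100% = wells lacking PAFAH1B2; many of its hits are not listed in these tables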
Active calls of the source: *; · = no result given. These rows are one share of the data, so the mix of outcomes need not match the whole.

Start of the data: the first 2 entries as a preview:
SMILES	PAFAH1B3 inh	ZTA counter	EBNA-1 inhibitor	LYPLA2 inh	pPAFAH FP inh	PREPL inhibitor	LYPLA1 inh	PAFAH2 FP inh	PAFAH1B2 FP inh
Cc1ccc(-c2noc(-c3ccccc3C(=O)N3CCN(C)CC3)n2)cc1	2	14	-1	8	4	40	-1	-3	1
COC(=O)CCC(=O)OC	6	·	·	·	3	4	·	0	4

The listing, repeating the preview:
SMILES	PAFAH1B3 inh	ZTA counter	EBNA-1 inhibitor	LYPLA2 inh	pPAFAH FP inh	PREPL inhibitor	LYPLA1 inh	PAFAH2 FP inh	PAFAH1B2 FP inh
Cc1ccc(-c2noc(-c3ccccc3C(=O)N3CCN(C)CC3)n2)cc1	2	14	-1	8	4	40	-1	-3	1
COC(=O)CCC(=O)OC	6	·	·	·	3	4	·	0	4
CCOC(=O)c1ccc(NC(=O)c2cc3c(C)nn(-c4ccccc4Cl)c3s2)s1	-4	-7	-3	-9	0	-6	-8	-25	0
O=C(Nc1ccccc1)Nc1ccc(Cl)c([N+](=O)[O-])c1	0	-3	8	-32	-18	26	-22	-19	-3
Cc1ccc(S(=O)(=O)CCC(=O)OCC(=O)Nc2cc(C)on2)cc1	12	4	6	-3	7	11	1	10	-1
OC(COc1ccc(F)cc1)CN1CCN(CC(O)COc2ccc(F)cc2)CC1 (configuration not stated)	1	-4	10	15	1	5	3	0	5
CCn1c(=O)c(=O)[nH]c2cc(C(=O)NCc3ccc(F)cc3)ccc21	-25	4	5	-22	-1	-15	-16	-25	-1
O=C(NC(=S)N1CCCCC1c1cccnc1)c1ccc(Br)cc1 (configuration not stated)	3	-1	5	-4	3	-2	-1	8	6
Cc1noc(C)c1S(=O)(=O)Nc1cccc(CO)c1	7	1	5	0	2	-2	0	-2	6
C=CCN=C1CCCc2c1[nH]c1ccc(C)cc21	-1	3	6	-4	6	3	-4	2	0
COc1cc(C(=O)N2CCN(C(=O)c3ccco3)CC2)c([N+](=O)[O-])cc1OC	4	-9	-19	1	4	14	0	5	1
COC(=O)c1ccc(C(=O)OC)c(NC2=NS(=O)(=O)c3ccccc32)c1	3	-8	4	-1	0	10	-1	9	5
O=C(N/N=C/c1cccnc1)c1ccco1	2	-10	19	2	1	0	0	8	2
OCCN1CCOCCN(CCO)CCOCC1	-1	-8	14	0	1	-5	0	2	-2
Fc1ccc(CN2CC[C@H]3C=CCc4cccc(c43)C2)cc1	11	-9	·	3	-2	16	0	0	2
CCN(CC)C(=O)c1ccc(C(=O)c2c(C)cc(C)cc2C)cc1	8	-11	-1	6	5	12	0	2	0
NC(=O)NC(=O)COC(=O)CN1C(=O)C2CCCCC2C1=O (configuration not stated)	-3	1	11	5	3	-1	-2	0	0
O=C(Cc1ccccc1)Nc1ccc2oc(=O)ccc2c1	5	-24	-11	-7	3	-6	-2	0	2
CCC1CCCCN1CCN1C(=O)C2C(C(=O)Nc3ccc(OC)cc3)C3C=CC2(O3)C1C(=O)NC1CCCCC1 (configuration not stated)	13	-2	-9	-1	5	30	2	8	3
O=C(O)CCC(=O)NNC(=O)CCCOc1ccc(Cl)cc1Cl	3	2	9	-4	6	-6	-1	8	7
O=C(NCCc1ccccc1)C(=O)NC1CCCCC1	8	-6	-1	1	2	10	-2	1	3
Cc1[nH]c2ccccc2c1SCC(=O)Nc1nccs1	5	0	-7	7	9	0	3	11	4
Cc1cc(C(F)F)n2nc(C(=O)Nc3ccccc3F)nc2n1	6	9	-12	1	6	14	-1	0	0
[O-][n+]1onc2c1C(N1CCOCC1)CCC2N1CCOCC1 (configuration not stated)	0	1	-13	-3	3	16	1	0	-1
CC(=O)N1CCN(C(=O)c2ccc(NS(=O)(=O)c3ccc4[nH]c(=O)[nH]c4c3)cc2)CC1	11	8	0	-1	2	-6	1	6	-4

Two records drawn at random from the list so far, as already listed:
SMILES	PAFAH1B3 inh	ZTA counter	EBNA-1 inhibitor	LYPLA2 inh	pPAFAH FP inh	PREPL inhibitor	LYPLA1 inh	PAFAH2 FP inh	PAFAH1B2 FP inh
Fc1ccc(CN2CC[C@H]3C=CCc4cccc(c43)C2)cc1	11	-9	·	3	-2	16	0	0	2
O=C(Nc1ccccc1)Nc1ccc(Cl)c([N+](=O)[O-])c1	0	-3	8	-32	-18	26	-22	-19	-3

New compounds follow
SMILES	PAFAH1B3 inh	ZTA counter	EBNA-1 inhibitor	LYPLA2 inh	pPAFAH FP inh	PREPL inhibitor	LYPLA1 inh	PAFAH2 FP inh	PAFAH1B2 FP inh
COc1cc(S(=O)(=O)Nc2ccc(C)cc2)ccc1N=Cc1c(C)[nH]n(-c2ccccc2)c1=O	-37	-6	-10	-42	6	6	-18	-30	-16
CCOC(=O)C1=C(COC(=O)/C=C/c2ccccc2F)NC(=O)NC1C (configuration not stated)	-2	7	-2	3	3	-10	-1	0	4
NCCSc1c(-c2ccccc2)[nH]c2ccccc12	3	11	-5	-5	-3	35	-5	0	0
COc1ccccc1NC(=O)C(C)N(C)CCOc1ccccc1 (configuration not stated)	3	0	-12	2	0	9	2	-2	-1
Cc1ccc(NC(=S)NNC(=O)Cn2nc(C(F)F)cc2C(F)F)cc1	11	-16	3	7	6	2	-2	-1	2
COC(=O)CCCC(=O)Nc1c(F)c(F)c(F)c(F)c1F	6	20	5	-1	-2	-1	0	-7	8
COc1ccc(N2CCN(C3CCCN(C(=O)CN4CCCCC4=O)C3)CC2)cc1 (configuration not stated)	-5	-10	-9	-2	1	16	1	-9	-3
COc1cc(/C=N/NC(=O)C2(O)c3ccccc3-c3ccccc32)ccc1O	-5	-3	-3	7	1	2	2	-5	-2
CCCCn1nc(C(=O)Nc2ccc(-n3cnnn3)cc2)c2ccccc2c1=O	6	-1	·	-7	-1	2	-1	-5	4
CCCn1c(N2CCN(S(=O)(=O)Cc3ccccc3)CC2)nc2ccccc21	-3	17	-17	1	6	14	0	-11	7
Cc1nnc(SCC(=O)NC2CCS(=O)(=O)C2)n1-c1ccccc1 (configuration not stated)	2	-11	-3	1	10	4	2	11	-2
S=c1[nH]nc(-c2cc(-c3ccsc3)n[nH]2)n1-c1cccc2ccccc12	2	4	5	-4	7	-25	-4	0	4
COc1cc(/C=C(\NC(C)=O)C(=O)NC(C)(C)C)ccc1OC(C)=O	-5	7	-8	-2	0	-3	-4	-1	4
CCSc1nnc(NS(=O)(=O)c2ccc(C)cc2)s1	-2	6	-6	-1	2	-12	-3	2	4
O=C(COc1ccc(C(F)(F)F)cc1[N+](=O)[O-])Nc1cccc(C(F)(F)F)c1	2	-4	-1	2	-3	2	-3	-6	5
COc1cc(/C=C/C(=O)O)cc(S(=O)(=O)NNC(=O)c2ccc3c(c2)OCO3)c1OC	-1	·	·	·	1	20	·	-5	0
COC(=O)N/N=C/c1cc(C)n(-c2cccc3ccccc23)c1C	-2	12	8	3	7	-7	-2	2	1
O=C(O)CCN1C(=O)/C(=C\c2ccc(-c3nc4ccccc4s3)o2)SC1=S	19	-4	-8	1	20	2	3	22	11
Cc1ccc(S(=O)(=O)N2CCN(C(=O)COC(=O)CSc3cc(C)ccc3C)CC2)c(C)c1	1	-5	·	4	14	38	0	8	6
CC(C1CCN(Cc2nc(C3CC3)no2)CC1)N1CCOCC1 (configuration not stated)	5	12	0	1	1	-9	-4	-6	1
CCn1ccc(-c2ccccc2)c(C#N)c1=O	8	-2	-5	-2	1	11	2	-1	4
Cc1c(C(=O)Nc2ccccc2)sc2ncn(CC(=O)N3CCCCC3)c(=O)c12	-5	3	2	2	-3	11	-4	-14	4
O=C(CSc1nc2ccccc2[nH]1)N/N=C/C=C/c1ccccc1[N+](=O)[O-]	5	-11	-1	-1	20	4	0	3	1
CCOc1cc2[nH]c(=S)n(C3CC3)c(=O)c2cc1OCC	5	-9	-3	-4	-4	12	-2	-3	-5
CCOC(=O)c1c(C)[nH]c(C)c1S(=O)(=O)N(C)CC(=O)Nc1ccccc1	4	7	5	6	38*	-5	-1	2	1

(more compounds)
SMILES	PAFAH1B3 inh	ZTA counter	EBNA-1 inhibitor	LYPLA2 inh	pPAFAH FP inh	PREPL inhibitor	LYPLA1 inh	PAFAH2 FP inh	PAFAH1B2 FP inh
COc1ccc(-c2cc3nc(C)cc(-c4ccc(OC)cc4)n3n2)cc1	0	-1	-8	-11	-10	-8	-8	-4	-2
CC(NC(=O)c1ccco1)c1cccc2ccccc12 (configuration not stated)	10	-1	-9	-6	-6	-11	-4	-6	7
O=C(N/N=C/c1c(O)ccc2ccccc12)Nc1ccccc1	·	9	12	-16	27*	14	-14	·	·
Fc1ccccc1/C=C1\CCCC2=C1Nc1nnnn1C2c1ccccc1F (configuration not stated)	3	-3	1	1	3	0	-2	-10	1
Cn1c2c(c(=O)n(C)c1=O)CN(Cc1ccc(F)cc1)CN2	8	-18	-15	-1	-2	13	5	6	4
CCOC(=O)C1CCc2nc3ccccc3c(=O)n21 (configuration not stated)	12	6	12	5	4	11	2	4	5
O=C(N/N=C/C1CCCCC1)c1cc(Cl)ccc1O	18	13	10	2	13	4	-2	6	4
CCOc1ccc(CNS(=O)(=O)c2c(C)nc3sccn3c2=O)cc1OC	16	-17	-4	8	6	10	2	6	4
CCc1ccc(NC(=O)CSc2nnc(C3CC3)n2CC2CCCO2)cc1 (configuration not stated)	-8	-1	-6	-1	-1	4	-2	-1	-1
Cc1c(NS(=O)(=O)c2cc(NC(=O)CCN3CCCC(C)C3)ccc2Cl)c(=O)n(-c2ccccc2)n1C (configuration not stated)	1	-15	-4	10	8	19	2	-5	1
C=CCN1CN(S(=O)(=O)c2ccc(OC)cc2)c2nc3ccccc3nc21	-5	-18	-7	13	12	3	9	0	0
Cc1ccc(N/C(N)=N/c2nc(C(F)(F)F)cc(C(F)(F)F)n2)cc1	-2	8	-6	7	2	7	-1	1	2
CCS(=O)(=O)N1CCN(c2ccccc2F)CC1	8	1	1	0	5	-14	3	-12	0
Cc1ccc(N(CC(=O)NC2CCCC2)C(=O)CCC(=O)Nc2nccs2)c(C)c1	3	7	1	0	1	-2	7	5	4
CCOC(=O)N1CCN(C(=O)C2CCN(Cc3nc(-c4ccccc4C)oc3C)CC2)CC1	2	-17	-1	-6	-6	41	-2	-5	4
O=[N+]([O-])c1cccnc1SCc1c(F)cccc1Cl	14	-6	0	32*	4	14	2	14	6
O=C(NC1CCCCC1)N1CCN(Cc2nc3ccccc3c(=O)[nH]2)CC1	-3	-4	-3	7	8	6	4	-7	0
CCOc1ccc(C(C)=O)cc1CN1C(=O)NC(C)(C2CC2)C1=O (configuration not stated)	2	2	-15	-6	2	1	2	3	1
CCOc1cc(NC(=S)Nc2cccc(OC)c2)c(OCC)cc1NC(=O)c1ccc(C)cc1	2	5	5	0	0	21	-4	-2	1
CN(C)/C=C/C(=O)c1cccc(C(F)(F)F)c1	10	-9	4	-1	-3	0	-2	-2	-2
CN(Cc1n[nH]c(=S)n1C)S(=O)(=O)c1ccccc1	-5	0	1	6	5	1	-3	6	0
CCOc1cccc(OCCOCCN(C)Cc2ccccc2)c1	-2	-11	-10	-4	-7	3	0	-1	2
CSCCC(NS(=O)(=O)c1ccccc1F)C(=O)OCc1ccccc1Cl (configuration not stated)	5	11	6	-5	4	-18	-7	5	9
CCOc1cc(/C=N/NC(=O)CSc2nncn2C)ccc1OC(=O)c1ccc(Cl)cc1	1	-1	7	0	21	41	-2	-2	-7
O=C(Nc1ccc(Cl)cc1F)c1cc(S(=O)(=O)N2CCCCC2)ccc1F	17	-3	1	-6	7	5	-2	-2	2
CCCCNC(=O)CCCN1C(=O)c2cccnc2Sc2ccccc21	4	1	0	2	3	11	-2	-2	9
O=C(NCc1ccccc1)C1(C(F)(F)F)C/C(=C/CCO)CCCO1 (configuration not stated)	5	-2	2	-2	0	-4	-2	-6	0
O=C(CSc1nc2ccccc2n1Cc1ccccc1Cl)N/N=C/c1ccccc1C(=O)O	0	11	2	-11	7	3	-3	2	4
CCc1ccc(OC(=O)/C=C/c2ccco2)cc1	7	-6	4	-2	10	5	-3	9	4
